Screening results from PubChem.
BAP1 inh – human BAP1 deubiquitinase inhibition; recombinant BAP1, Ub-AMC hydrolysis fluorescence kinetic; hits give low values; activity remaining (% of control), % at 20 µM; hit rate 0.48% among 72,000; AID 436;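 active = activity remaining at or below 50% of control, provided the compound also passes the data quality filters; inactive = the rest, including low values that fail the filters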;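 note: 100% = DMSO wells rate and 0% = substrate alone blank rate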
Target sequence (Q92560 whole entry, looked up): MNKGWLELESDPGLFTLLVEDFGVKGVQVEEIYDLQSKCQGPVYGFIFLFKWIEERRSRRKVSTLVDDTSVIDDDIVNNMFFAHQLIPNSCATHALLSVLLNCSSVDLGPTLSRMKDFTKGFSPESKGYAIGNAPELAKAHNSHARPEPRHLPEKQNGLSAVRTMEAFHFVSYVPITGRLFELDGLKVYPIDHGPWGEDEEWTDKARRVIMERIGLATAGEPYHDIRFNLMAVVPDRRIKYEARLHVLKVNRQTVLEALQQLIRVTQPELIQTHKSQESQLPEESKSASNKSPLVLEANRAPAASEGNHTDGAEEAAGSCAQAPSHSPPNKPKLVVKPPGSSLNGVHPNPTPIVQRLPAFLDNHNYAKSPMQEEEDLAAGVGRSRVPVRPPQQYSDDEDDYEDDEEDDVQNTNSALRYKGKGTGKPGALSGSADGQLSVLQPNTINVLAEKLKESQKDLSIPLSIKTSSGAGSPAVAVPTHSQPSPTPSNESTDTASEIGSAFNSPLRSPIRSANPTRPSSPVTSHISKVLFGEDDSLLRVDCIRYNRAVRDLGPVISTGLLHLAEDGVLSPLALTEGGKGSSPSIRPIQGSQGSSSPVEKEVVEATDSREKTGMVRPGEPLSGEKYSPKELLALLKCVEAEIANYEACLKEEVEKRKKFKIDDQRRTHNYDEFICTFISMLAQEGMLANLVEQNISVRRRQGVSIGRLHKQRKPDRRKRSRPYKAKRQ
HePTP inh – blocks human HePTP tyrosine phosphatase. P35236. recombinant HePTP phosphatase activity, OD absorbance. inhibition, % at 20 µM. hit rate 0.64% among 110,000; in the data active = inhibition above about 50%;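 note: plate controls were vehicle for no effect and reference inhibitor for full effect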
Target sequence (P35236 whole entry, looked up): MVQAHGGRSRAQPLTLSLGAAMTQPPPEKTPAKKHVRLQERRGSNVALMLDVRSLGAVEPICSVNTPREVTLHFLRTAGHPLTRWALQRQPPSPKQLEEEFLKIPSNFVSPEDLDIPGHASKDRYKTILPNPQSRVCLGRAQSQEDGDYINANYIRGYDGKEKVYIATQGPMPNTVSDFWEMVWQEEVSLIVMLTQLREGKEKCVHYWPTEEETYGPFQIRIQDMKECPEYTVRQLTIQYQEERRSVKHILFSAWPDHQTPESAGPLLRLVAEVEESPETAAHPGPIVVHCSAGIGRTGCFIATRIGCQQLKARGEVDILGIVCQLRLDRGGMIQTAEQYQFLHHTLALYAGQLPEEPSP
Active calls of the source: *; / = not tested or not shown; & = joins results of further samples. The order is random; about 0.83% have a hit in one of these screens.

SMILES	BAP1 inh	HePTP inh
CCCC(C(=O)NCc1ccco1)N(C(=O)CNS(=O)(=O)c1ccc(Cl)cc1)C1CCCC1 (configuration not stated)	87	13
O=C(Cn1nnc(-c2ccccc2)n1)c1ccccc1	82	-11
CCOC(=O)C1=NN(C(=O)c2ccc(Cl)cc2)C(O)(C(C)(C)C)C1 (configuration not stated)	/	1
Cc1ccccc1OCC(=O)O/N=C(\N)c1ccc(Cl)cc1	/	-3
CCOC(=O)c1[nH]nc2c1C(=O)N(Cc1ccccc1)C2=O	95	12
CSc1nc2ccc(NS(=O)(=O)c3ccc4c(c3)OCCO4)cc2s1	/	1
Cc1ncsc1CCSc1n[nH]c(=O)n1-c1ccccc1	87	6
CCOc1ccc(NC(=O)/C=C/c2cccc(C(F)(F)F)c2)cc1	/	0
Cc1ccc(C2=C/C(=C/c3ccc(-c4ccc([N+](=O)[O-])cc4)o3)C(=O)O2)cc1	/	10
Cc1oc(-c2cccs2)nc1CS(=O)CC(=O)NCCCN1CC(C)CC(C)C1 (configuration not stated)	94	-4
COc1ccc(S(=O)(=O)N(CC(=O)Nc2ccc(Cl)cc2C)Cc2ccccc2)cc1OC	/	3
COC(=O)C1=C(C)NC2=C(C(=O)CCC2)C1c1ccccc1OC (configuration not stated)	143	/
CCCCn1c(=O)n(CC(=O)Nc2ccc(C)c(Cl)c2)c(=O)c2c1ncn2Cc1ccco1	/	2
COCCOC(=O)C1=C(C)NC(=O)NC1c1ccc(Br)cc1 (configuration not stated)	/	-5
CC(=O)NC(NC(C)=O)c1ccc(F)cc1	/	6
CN1CCN(c2nc3c(c(=O)[nH]c(=O)n3C)n2CCCSc2ncccn2)CC1	92	-1
Cc1ccc2c(CC(=O)OC(C)C(=O)NCc3ccc4c(c3)OCO4)coc2c1 (configuration not stated)	142	1
CC(Oc1ccc(Cl)cc1)C(=O)NN (configuration not stated)	/	5
Cc1cc(Nc2ccccc2N2CCOCC2)n2ncnc2n1	97	10
Cc1cc(C(C)(C)C)oc1C(=O)N1CCN(C(=O)c2oc(C(C)(C)C)cc2C)CC1	94	1
COc1ccc(N(CC(=O)Nc2ccc(OC)c(OC)c2)S(C)(=O)=O)c(OC)c1	/	1
CCOC(=O)C(O)(c1ccc(N(CC)CC)cc1)C(F)(F)F (configuration not stated)	/	7
CC(C)C(c1nnnn1Cc1ccccc1)N1CCC(C(N)=O)CC1 (configuration not stated)	115	2
COc1ccccc1C1=N/C(=C\c2ccc3c(c2)OCO3)C(=O)O1	/	-17
CN(C)CCSc1nc(N)c2c3c(sc2n1)COC(C)(C)C3	/	6
CC(OC(=O)c1cccs1)C(=O)NCc1cccs1 (configuration not stated)	94	9
CCn1nnnc1SCCSc1nnnn1CC	74	4
COc1ccccc1CNC(=O)CSc1nc2nc(C)cc(C)n2n1	107	13
COc1ccccc1C(=O)N1CCN(Cc2cccc(Cl)c2)CC1	/	-8
CCOc1cc(/C=C2/SC(=S)N(CC)C2=O)ccc1OC(=O)c1cccc([N+](=O)[O-])c1	/	1
COc1cc(NC(=O)c2cc3sccc3n2C)cc(OC)c1	92	7
CCC(C)[C@H](N)c1nnc(SCc2cccc(F)c2)o1 (some centres not stated)	94	4
CCn1c(NC(=O)c2cccs2)nc2ccccc21	82	0
Cc1cc2nc(-c3ccc(NC(=O)COc4ccccc4[N+](=O)[O-])cc3)oc2cc1C	/	4
O=C(CN1CCN(S(=O)(=O)c2ccc(Br)cc2)CC1)Nc1ccc(F)cc1	95	-3
O=C(NCCC(c1ccccc1)c1ccccc1)Nc1cc(F)c(F)cc1Cl	/	-5
COc1ccc(C2CC(=O)C(C=NCCN3CCN(C(C)=O)CC3)=C(O)C2)cc1OC (configuration not stated)	95	-8
CCCCn1c(C)nc2c(=O)n(C)c(=O)[nH]c21	106	4
Cc1cc(Cl)cc(SCC(=O)O)c1Cl	/	9
CC(=O)NC1N=C(C)N(c2ccccc2)C1=O (configuration not stated)	108	11

Profiles from above. Values in the order: BAP1 inh	HePTP inh
Profile of CCOC(=O)C(O)(c1ccc(N(CC)CC)cc1)C(F)(F)F (configuration not stated) → /	7
Profile of COc1ccc(N(CC(=O)Nc2ccc(OC)c(OC)c2)S(C)(=O)=O)c(OC)c1 → /	1
Profile of CCOC(=O)c1[nH]nc2c1C(=O)N(Cc1ccccc1)C2=O → 95	12
Profile of Cc1ccccc1OCC(=O)O/N=C(\N)c1ccc(Cl)cc1 → /	-3
Profile of CN1CCN(c2nc3c(c(=O)[nH]c(=O)n3C)n2CCCSc2ncccn2)CC1 → 92	-1

(continued)
SMILES	BAP1 inh	HePTP inh
O=c1/c(=C\c2ccc(OCc3ccccc3)c(Br)c2)sc2nc3ccccc3n12	/	5
CC(=O)c1cc2c(cc1NC(=O)c1cc(C)nn1-c1ccccc1)OCO2	61	5
O=C(COC(=O)CCc1c[nH]c(=O)[nH]1)Nc1ccccc1Cl	80	-9
CC12CN3CC(C)(CN(C1)C3(C)CSc1c[nH]c3ccccc13)C2=O (configuration not stated)	/	-5
COC1(OC)N=C(N)C2(C#N)C(c3ccc(F)cc3)C12C#N (configuration not stated)	73	-2
COc1ccc(Cc2noc(-c3ccc(C)cc3)n2)cc1	88	4&5
O=c1cc(CSc2ccc(S(=O)(=O)N3CCCCC3)cn2)nc2sccn12	87	-4
CCOC(=O)c1c(Cl)nc2c(Br)cc(N)c3c2c1-c1ccccc1C3=O	58	/
Brc1ccc(CN2CCN(C3CCCCC3)CC2)cc1	/	0
CCC(CC)c1nnc(NS(=O)(=O)Cc2ccccc2)s1	92	-10
O=C(Nc1nnc(Cc2ccccc2)s1)c1ccco1	/	0
COc1ccc(N2C(=O)CC(N3CCN(Cc4ccc5c(c4)OCO5)CC3)C2=O)cc1 (configuration not stated)	/	9
CCOc1ccc(C2/C(=C(\O)c3ccc(Cl)cc3)C(=O)C(=O)N2CCCn2ccnc2)cc1 (configuration not stated)	/	-14
Cc1c(OCC(N)=O)ccc2c3c(c(=O)oc12)CCC3	/	6
Cc1cc(S(=O)(=O)Nc2c(C(=O)O)[nH]c3ccccc23)ccc1F	99	1
Cc1cccc(OCC(=O)Nc2ncc(Cc3ccc(Cl)cc3Cl)s2)c1	/	-2
CCn1c2c(c3cc(C4CCCCC4)ccc31)CCCC2O (configuration not stated)	/	-6
CC1(C)NC(=O)N(CCCCOc2cccc(C(F)(F)F)c2)C1=O	67	10
O=C(NCc1ccc(F)cc1)c1cnc2sccn2c1=O	81	2
Cc1cc(C2C(=O)C(C(=O)c3ccc(Cl)cc3)C(=O)CC2(C)C)on1 (configuration not stated)	102	5
O=C(C#Cc1cccc([N+](=O)[O-])c1)c1ccccc1	/	5
N#CC(C(=O)C1CCCCC1)c1nc2ccccc2[nH]1 (configuration not stated)	92	7
O=C(O)c1cc(-c2ccc(C=C3C(=O)c4ccccc4C3=O)o2)ccc1O	/	102*
CNc1nnc(SCc2c(F)cccc2Cl)s1	/	11
Cc1ccc(C(=O)Nc2ncn[nH]2)cc1	/	12
CCCn1c(C(O)c2ccccc2)nc2ccccc21 (configuration not stated)	105	/
O=C(NC(NC(=O)C(c1ccccc1)c1ccccc1)c1cccc([N+](=O)[O-])c1)C(c1ccccc1)c1ccccc1	/	3
CCCN1CN(Cc2ccccc2)CC2=C1CC(C)(C)CC2=O	100	-3
COc1ccc(OC)c(C2CC(=O)c3c([nH]c(C(=O)OCC4CCCO4)c3C)C2)c1 (configuration not stated)	72	1
CCC(=O)Nc1nnc(Sc2ccc(N(C)C)cc2)s1	78	-2
CC(C)C(=O)NC(C)C(c1cccs1)N1CCN(C)CC1 (configuration not stated)	95	10
O=C(CCSc1nnc2scc(-c3ccccc3)n12)Nc1nc(-c2ccccc2)ns1	45*	-10
Clc1ccccc1CSc1nnc(-c2cccnc2)n1Cc1ccco1	/	8
CCOC(=O)C1=C(C)NC(=O)NC1c1ccc(NC(C)=O)cc1 (configuration not stated)	104	-6
O=C(Nc1ccon1)C1CCN(S(=O)(=O)c2cccs2)CC1	130	0
Cc1oc2c(CN3CCCC3)c(O)ccc2c(=O)c1Oc1ccccc1Br	/	-8
CC(C)NC(=O)C12CC3CC(C1)CC(C(=O)NC(C)C)(C3)C2	/	6
N#C/C(=C(/O)COC(=O)c1ccc2c(c1)OCCO2)c1nc2ccccc2[nH]1	/	-5
C#CCSc1nsc(SCC#C)c1C#N	91	5
CC(C)(C)NC(=O)c1cc(NC(=O)c2ccco2)cc(NC(=O)c2ccco2)c1	103	-1&3
O=C(CSc1nnc2ccccn12)N1CCOCC1	64	3
O=C(Nc1ccc(NS(=O)(=O)c2cc(Cl)c(Cl)cc2Cl)cc1)c1ccccc1	/	4
COc1ccc(S(=O)(=O)N2CCn3c2nc2ccccc23)cc1	136	9
COc1cc(Cn2c(C(=O)O)cc3sccc32)cc(OC)c1OC	113	-2
O=C(c1ccco1)N1CCN(Cc2ccccc2C(F)(F)F)CC1	97	2
CC(C)C1CC(c2csc(N)n2)CCO1 (configuration not stated)	69	4
COc1ccc(N(CC(=O)N2CCCCC2)S(=O)(=O)c2c(C)nn(C)c2C)cc1	101	2
COc1ccc(C=C2C(=O)N(C)C(=O)N(C)C2=O)cc1OC	/	-9
Cn1c(=O)oc2cc(S(=O)(=O)N3CCN(c4ccccn4)CC3)ccc21	80	12
Cc1ccc(OCCOCCN2CCCC2)cc1	/	8
CCOC(=O)c1cccc(NC(=O)CSc2nnc(COc3ccccc3C)o2)c1	93	-3
Cc1cc(C)c(S(=O)(=O)N(C)CC(=O)NC2CCCC2)c(C)c1	107	2
COc1ccc(C2CC(C(F)(F)F)n3nc(C(=O)NCc4ccco4)c(Br)c3N2)cc1 (configuration not stated)	/	-16
Cc1c(NC(=O)C(C)OC(=O)c2cc3c4ccccc4n(C)c3s2)c(=O)n(-c2ccccc2)n1C (configuration not stated)	/	14
COc1ccc(OC)c(NC(=O)C2COc3ccccc3O2)c1 (configuration not stated)	95	2&-20
Cc1nnc2n(Cc3ccccc3)c(=O)c3c4c(sc3n12)CCCC4	98	-2
O=C(Nc1ccccc1Oc1ccccc1)c1cnccn1	75	2
O=C(CSc1nnc(-c2ccco2)n1-c1ccccc1)c1cccc([N+](=O)[O-])c1	/	-1
COc1cc(C(c2nnnn2C2CCCC2)N2CCN(C)CC2)cc(OC)c1OC (configuration not stated)	102	-2
O=C(Nc1ccc(Br)cc1)NS(=O)(=O)c1ccccc1Cl	/	2

Of the compounds above, 3 have a tert-butyl group:
SMILES	BAP1 inh	HePTP inh
CCOC(=O)C1=NN(C(=O)c2ccc(Cl)cc2)C(O)(C(C)(C)C)C1 (configuration not stated)	/	1
Cc1cc(C(C)(C)C)oc1C(=O)N1CCN(C(=O)c2oc(C(C)(C)C)cc2C)CC1	94	1
CC(C)(C)NC(=O)c1cc(NC(=O)c2ccco2)cc(NC(=O)c2ccco2)c1	103	-1&3

Further records follow:
SMILES	BAP1 inh	HePTP inh
Cc1ccc(CN(Cc2cc3cc(C)ccc3[nH]c2=O)C(=O)N2CCOCC2)cc1	91	13
O=C(c1ccc([N+](=O)[O-])cc1)N1CCN(C(=O)c2ccccc2F)CC1	/	0
Cc1ccc(CNc2ccc(N3CCOCC3)c(C(=O)O)c2)s1	99	14
CC(=O)NC1=NC(=O)/C(=C\c2cccc(F)c2)S1	/	2
N#C/C(=C\NCC(=O)O)C(=O)NCc1ccccc1	/	8
O=C1c2ccccc2C(=O)N1CN1CCC(Cc2ccccc2)CC1	/	6
O=C1CCCC2=C1C(c1ccc([N+](=O)[O-])cc1)C1=C(CCCC1=O)O2	/	4
O=c1nc(N2CCOCC2)nc2n1CCO2	167	10
CC1(C)Cc2c(sc3[nH]c(=S)[nH]c(=S)c23)CO1	/	-2
CCOc1ccccc1NS(=O)(=O)c1ccc(Br)s1	111	4
COc1ccc(CN2CCN(CC3CC=CCC3)CC2)c(OC)c1OC (configuration not stated)	/	9
CCOC(=O)c1c(C)[nH]c(C(=O)OCC(=O)Nc2cc(C)ccc2OC)c1C	/	26
Cc1nc(NCc2ccco2)[nH]c(=O)c1CCC(C)C	82	3
COc1ccccc1C1SCCN1S(=O)(=O)c1ccc(-c2ccccc2)cc1 (configuration not stated)	/	8
Cc1ccc(S(=O)(=O)NC(=O)NCC2CCCO2)cc1 (configuration not stated)	/	4
O=C(Nc1ccccc1C(=O)N1CCN(Cc2ccccc2)CC1)c1ccccc1Cl	/	-3
Cc1c(C(=O)OC2CCC(C)CC2)[nH]c2c1C(=O)CCC2 (configuration not stated)	108	-6
CC(=O)Nc1c(C(=O)NCc2ccccc2)nnn1Cc1ccccc1	101	-5
O=C(CN1CCOCC1)Nc1scc(-c2ccccc2)c1C(=O)N1CCOCC1	102	4
CC1(C)OC(=O)C(=CNc2ccccc2F)C(=O)O1	101	6
C/C(=N\Nc1nnc2c(n1)[nH]c1ccccc12)c1ccc(Br)cc1	/	4
COc1ccc(CCN2C(=O)C(C)C(Cc3ccc(C)cc3)C2=O)cc1OC (configuration not stated)	/	-14
COc1ccc(-c2cn3c(C)c(C(=O)N4CCN(c5ccc(F)cc5)CC4)sc3n2)cc1	72	-10
O=C(Nc1ccc(Cl)cc1)N1CCN(Cc2ccc3c(c2)OCO3)CC1	/	-5
COc1ccc(CCNc2cc(N3CCN(C(=O)c4ccc(Cl)cc4)CC3)ccc2[N+](=O)[O-])cc1OC	/	-7
O=C(Nc1cccc(NC(=O)c2ccc3ccccc3c2)c1)c1cccc(Cl)c1	/	-6
CC1(C)C(c2ccccc2)=[N+]([O-])CN1O	106	6
O=C1CNC(=O)/C1=C\N1CCN(C(c2ccccc2)c2ccccc2)CC1	104	0
C#CCNc1cc(C)nc2ncnn12	91	-10
Cc1ccc(/C=C/C(=O)c2c3c(c(C)[nH]c2=O)CCCC3)cc1	/	6

Copied from the entries so far, 3 compounds:
SMILES	BAP1 inh	HePTP inh
C/C(=N\Nc1nnc2c(n1)[nH]c1ccccc12)c1ccc(Br)cc1	/	4
COc1ccc(CCN2C(=O)C(C)C(Cc3ccc(C)cc3)C2=O)cc1OC (configuration not stated)	/	-14
COc1ccc(-c2cn3c(C)c(C(=O)N4CCN(c5ccc(F)cc5)CC4)sc3n2)cc1	72	-10
